# High-throughput results: PubChem BioAssay, National Center for Advancing Translational Sciences (NCATS)
# Pol beta inh: DNA polymerase beta (human) inhibition. Pol beta primer extension/strand displacement, fluorescence kinetic. 340,000 compounds, 1.3% hits. Potency, µM (doses to about 114 µM), for the others: top-dose activity change, negative = inhibition, usual class: inhibitors. P06746; note: potency is the fitted concentration of half-maximal effect; % is set by controls: 0 for no effect and ±100 for the full control effect
#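 Homogeneous kinetic assay of primer extension and strand displacement by 10 nM Pol beta, preincubated 15 min at room temperature with compound before 50 nM substrate (final) was added. Read at 0 and 10 min; four-parameter Hill fit.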
# APE1 inh: blocks human APE1 abasic DNA cleavage; recombinant APE1, TAMRA/BHQ-2 abasic DNA cleavage fluorescence; P27695; Potency, µM (titrated, usually from 65.8 µM), for the others: at the highest dose activity change, negative = inhibition, most hits filed as inhibitors; 350,000 compounds, 0.35% hits;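 note: potency is the fitted concentration of half-maximal effect; plate controls were vehicle for no effect and reference inhibitor for full effect; nearly all actives have a fitted effect of over 55% in size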
#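 Kinetic fluorescence read (525 ex/598 em nm, three reads 60 s apart) of AP-site incision; signal = third minus first read. Enzyme 0.75 nM, dual-labelled THF duplex 50 nM, compound preincubation 15 min RT.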
# Pol iota inh: DNA polymerase iota (human) inhibition. Q9UNA4. Pol iota fluorescent replication assay, 10 min. Potency, µM (series often up to 115 µM), without a hit: top-dose activity, negative = inhibition, usual class: inhibitors. 390,000 compounds, 1% hits. AID 588590; note: potency is the fitted concentration of half-maximal effect
#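 Fluorescent replication assay read twice, at 0 min and 10 min after adding 50 nM (final) substrate. Enzyme (10 nM) and compounds were first incubated 15 min at room temperature; enzyme-free buffer wells were negative controls.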
# POLH inh: inhibitors of human DNA polymerase eta; Q9Y253; recombinant Pol eta, fluorescent DNA replication assay; Potency, µM (doses to about 114 µM), without a hit: top-dose activity change, negative = inhibition, usual class: inhibitors; 390,000 compounds, 1.2% hits; AID 588591; note: potency is the fitted concentration of half-maximal effect; % is set by controls: 0 for no effect and ±100 for the full control effect
#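 Pol eta at 10 nM preincubated with compounds 15 min at room temperature; reaction started with fluorescent substrate (50 nM final) and read kinetically at 0 and 10 min.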
# PGK inhibitor: blocks T. brucei phosphoglycerate kinase; Potency, µM (top dose mostly 57.5 µM), without a hit: at the highest dose activity change, negative = inhibition, most hits filed as inhibitors; P07378; 380,000 compounds, 0.043% hits; PGK/GAPDH coupled, Kinase-Glo luminescence, 60 min; note: potency is the fitted concentration of half-maximal effect; % is set by controls: 0 for no effect and ±100 for the full control effect; nearly all actives have a fitted effect of over 60% in size
#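 Luminescent ATP detection (Kinase-Glo Plus) follows a 60-minute room-temperature incubation, with wells lacking PGK as controls. Buffer: 100 mM TEA (pH 7.6), 5 mM MgCl2, 0.01% Tween-20. Coupling enzyme GAPDH (100 nM final) supplies unstable 1,3-BPG in-well.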
# Pol kappa inh: inhibitors of human DNA polymerase kappa. Potency, µM (top dose mostly 107 µM), without a hit: at the highest dose activity, negative = inhibition, usual class: inhibitors. purified Pol kappa, fluorescent DNA synthesis assay, 10 min. Q9UBT6. 400,000 compounds, 0.53% hits; note: potency is the fitted concentration of half-maximal effect; % is set by controls: 0 for no effect and ±100 for the full control effect
#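 Readout: fluorescence, taken kinetically at 0 and 10 min. Conditions: 10 nM Pol kappa, 15 min RT compound preincubation, 50 nM substrate final. Controls: enzyme-free buffer wells.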
# RXFP1 antag: blocks the human relaxin receptor RXFP1. Q9HBX9. HEK293-RXFP1, relaxin-stimulated cAMP HTRF, 30 min; active compounds read low. activity change, negative = inhibition, % at 57.5 µM. 350,000 compounds, 0.59% hits;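 active = activity change of -60% or lower, but not beyond a set lower limit; inconclusive = change between -60% and -40%, or beyond the set limit; inactive = change above -40%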; note: % is set by controls: 0 for no effect and ±100 for the full control effect
# Target sequence (Q9HBX9 whole entry, looked up): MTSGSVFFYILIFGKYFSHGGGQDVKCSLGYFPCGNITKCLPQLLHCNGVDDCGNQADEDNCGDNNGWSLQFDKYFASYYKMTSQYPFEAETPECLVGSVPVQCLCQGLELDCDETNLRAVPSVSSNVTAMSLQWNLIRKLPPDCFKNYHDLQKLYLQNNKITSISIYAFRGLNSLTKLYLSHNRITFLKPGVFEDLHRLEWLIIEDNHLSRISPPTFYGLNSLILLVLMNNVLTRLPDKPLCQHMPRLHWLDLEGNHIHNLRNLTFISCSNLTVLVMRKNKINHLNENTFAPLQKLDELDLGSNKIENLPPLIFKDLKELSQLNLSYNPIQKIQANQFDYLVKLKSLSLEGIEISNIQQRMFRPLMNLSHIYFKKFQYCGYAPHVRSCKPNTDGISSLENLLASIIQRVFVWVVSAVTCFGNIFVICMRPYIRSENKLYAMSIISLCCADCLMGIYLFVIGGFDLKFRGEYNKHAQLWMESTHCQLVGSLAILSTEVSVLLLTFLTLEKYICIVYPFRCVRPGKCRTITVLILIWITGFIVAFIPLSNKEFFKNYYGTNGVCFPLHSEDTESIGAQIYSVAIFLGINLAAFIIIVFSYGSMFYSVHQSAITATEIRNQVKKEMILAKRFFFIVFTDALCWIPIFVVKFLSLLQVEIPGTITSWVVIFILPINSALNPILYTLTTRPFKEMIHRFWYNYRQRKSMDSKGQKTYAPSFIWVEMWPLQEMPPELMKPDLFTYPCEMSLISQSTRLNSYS
# BLM helicase inh: Bloom syndrome helicase (human) inhibition; 350,000 compounds, 0.2% hits; recombinant BLM DNA unwinding, fluorescence dequenching; P54132; Potency, µM (doses to about 56.1 µM), without a hit: top-dose activity change, negative = inhibition, usual class: inhibitors; AID 2528;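 note: potency is the fitted concentration of half-maximal effect; plate controls were vehicle for no effect and no enzyme for full effect; nearly all actives have a fitted effect of over 35% in size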
# Apoferritin bind: candidate novel general anesthetic via apoferritin binding. Potency, µM (doses to about 77.5 µM), for inactives: top-dose activity change, negative = displacement, actives largely listed as inhibitors. 350,000 compounds, 0.074% hits. P02791. AID 485281. apoferritin/1-aminoanthracene competitive binding, fluorescence; note: potency is the fitted concentration of half-maximal effect; % is set by controls: 0 for no effect and ±100 for the full control effect; nearly all actives have a fitted effect of over 20% in size
# Target sequence (P02791 2-175 limits assumed): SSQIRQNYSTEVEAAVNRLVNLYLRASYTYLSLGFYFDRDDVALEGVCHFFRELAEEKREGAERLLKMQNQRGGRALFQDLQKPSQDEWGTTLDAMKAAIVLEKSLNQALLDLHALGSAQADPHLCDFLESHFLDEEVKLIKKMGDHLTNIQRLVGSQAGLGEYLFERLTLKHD
#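 Probe: 1-aminoanthracene (50% saturated, PBS). Protein: horse-spleen apoferritin, 10 uM. Incubation: 10 min, room temperature. Detection: 380 nm excitation, 535 nm emission. Analysis: normalized response, four-parameter Hill.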
# * = called active by the depositor; i = inactive; ? = inconclusive; / = no result given; & = joins results of further samples; [ ] = another dose, or the depositor's remark. Unless noted, calls come from the whole dose curve; as a rule, active = well fitted curve in the direction sought with a large enough effect; inconclusive = small, poorly fitted or top-dose-only effect, or another doubt; inactive = no such curve, though single readings can be large; an effect the other way counts as inactive or inconclusive. This is a subset (hit frequency here may not be typical).
SMILES	Pol beta inh	APE1 inh	Pol iota inh	POLH inh	PGK inhibitor	Pol kappa inh	RXFP1 antag	BLM helicase inh	Apoferritin bind
CCC1CCc2sc(C(=O)NCc3ccccn3)cc2C1 (stereo not given)	7.3%	-14.5%	34.1%[activator]	-20.9%	-3.0%	-10.8%	8.3	-5.1%	?
Cn1cccc1CC(=O)NNC(=O)Nc1cccc(Cl)c1	32.0%	-10.9%	11.6%	-14.5%	6.9%	-11.6%	-11.3	4.4%	-8.6%
COc1ccc(C(=O)NCN2CCN(c3ccccc3)CC2)cc1OC	/	-4.0%	26.4%	-12.1%	3.2%	-7.8%	-4.6	/	/
Cc1ccnc(NC(=O)c2ccc(Cl)c(NC(=O)C(C)Oc3ccccc3)c2)c1 (stereo not given)	-1.6%	-2.3%	51.8%[activator]	-23.5%	7.3%	-13.2%	-1.9	-11.1%	-17.4%
O=C(C1=C[C@@H]2[C@H]3C(=O)N(c4cccc(Cl)c4)C(=O)[C@H]3[C@@H](C(=O)c3ccc(Cl)cc3)N2C=C1)c1ccccc1	-3.1%	13.5%	51.5%[activator]	-17.9%	-9.0%	-14.7%	-30.8	-8.1%	-0.6%
COc1ccccc1CNC(=O)CCCNC(=O)c1ccc(Cl)cc1	2.5%	46.5%[activator]	59.5%[activator]	-20.2%	-5.7%	2.3%	11.9	-1.9%	-5.8%
CC(C)(C#N)Cc1cc(CC(C)(C)C#N)cc(C(C)(C)C)c1	7.9%	-11.5%	3.2%	-3.6%	-2.5%	-6.7%	/	-1.6%	-7.8%
O=C(c1cccc(S(=O)(=O)Nc2ccccc2F)c1)N1CCN(c2ccccc2F)CC1	6.0%	-2.4%	22.0%	-9.3%	-8.6%	-2.4%	-11.2	-5.4%	-10.1%
Cc1ccccc1CN1C(=O)c2ccccc2S(=O)c2ccc(C(=O)NCc3ccc(Cl)cc3)cc21 (stereo not given)	-9.3%	/	7.0%	-24.9%	-7.5%	-3.3%[60.1 µM]	-9.6	-6.5%	1.6%
S=C(NCCc1ccccc1)NCc1ccccc1Cl	3.7%	-0.7%	12.9%	-20.7%	-6.5%	-26.2%	17.5	-3.9%	4.9%
COc1ccccc1CCC(=O)Nc1ccc(C)cc1Cl	11.4%	0.8%	39.3%[activator]	-27.5%	i	-0.5%	-14.2	-2.1%	?
CCC(=O)NC(=S)Nc1ccc(NC(=O)COc2ccc([N+](=O)[O-])cc2)cc1	5.5%	-3.6%	8.0%	-11.5%	i	-3.9%	11.4	-3.9%	-11.3%
COc1ccccc1N1CCN(C(CNC(=O)c2ccco2)c2cccnc2)CC1 (stereo not given)	1.7%	0.7%	13.8%	-14.1%	7.1%	1.2%	-6.9	0.8%	1.5%
COc1ccc(CCNC(=O)COC(=O)c2cnc(C)cn2)cc1	10.3%	-4.2%	9.8%	-16.4%	-9.5%	0.5%	-10.5	-0.3%	-6.2%
CCN(C(=O)COC(=O)c1cc(S(=O)(=O)N(C)C)ccc1Cl)C1CCS(=O)(=O)C1 (stereo not given)	/	13.4%	23.7%	5.1%	-3.5%	-0.9%	-3.2	/	/
CC(=O)Nc1ccc2c(c1)[nH]c(=O)c1ccccc12	/	/	16.6%	0.4%	0.4%	-17.3%	-2.9	/	/
CCCOc1ccccc1C1C(C(=O)OC)=CN(C(C)C)C=C1C(=O)OC	0.6%	0.9%	12.0%	-19.8%	-0.4%	-11.8%	5.8	-4.8%	346.0%[activator]
CCOC(=O)[C@H]1[C@H]2COc3ccc(Br)cc3[C@@H]2N2C(=O)CN(Cc3ccco3)C(=O)[C@@]12C	/	-11.6%	?	?	9.7%	-19.2%	/	/	/
Cc1nc(C)n(C(=O)N(c2ccccc2)c2ccccc2)n1	0.0%	-6.6%	36.1%[activator]	2.6%	-4.9%	-10.1%	8.9	0.1%	-11.3%
Cc1cccc(NC(=O)C2CCC(CNC(=O)[C@@H]3Cc4ccccc4CN3)CC2)c1 (stereo not given in full)	0.2%	68.9%[activator]	23.0%	-18.4%	-4.7%	6.7%	8.9	-2.3%	5.5%

# Reprinted at random: five entries already listed
SMILES	Pol beta inh	APE1 inh	Pol iota inh	POLH inh	PGK inhibitor	Pol kappa inh	RXFP1 antag	BLM helicase inh	Apoferritin bind
COc1ccccc1CCC(=O)Nc1ccc(C)cc1Cl	11.4%	0.8%	39.3%[activator]	-27.5%	i	-0.5%	-14.2	-2.1%	?
CCOC(=O)[C@H]1[C@H]2COc3ccc(Br)cc3[C@@H]2N2C(=O)CN(Cc3ccco3)C(=O)[C@@]12C	/	-11.6%	?	?	9.7%	-19.2%	/	/	/
COc1ccccc1CNC(=O)CCCNC(=O)c1ccc(Cl)cc1	2.5%	46.5%[activator]	59.5%[activator]	-20.2%	-5.7%	2.3%	11.9	-1.9%	-5.8%
Cn1cccc1CC(=O)NNC(=O)Nc1cccc(Cl)c1	32.0%	-10.9%	11.6%	-14.5%	6.9%	-11.6%	-11.3	4.4%	-8.6%
COc1ccccc1N1CCN(C(CNC(=O)c2ccco2)c2cccnc2)CC1 (stereo not given)	1.7%	0.7%	13.8%	-14.1%	7.1%	1.2%	-6.9	0.8%	1.5%

# The listing continues.
SMILES	Pol beta inh	APE1 inh	Pol iota inh	POLH inh	PGK inhibitor	Pol kappa inh	RXFP1 antag	BLM helicase inh	Apoferritin bind
Cc1c(N(C)C)c(=O)n(-c2ccccc2)n1C	/	8.9%	7.2%&2.7%	-18.7%	-7.2%	9.0%	-9.0	2.5%	7.7%[29.3 µM]
O=C(OCc1c(-c2ccccc2)ncc2ccccc12)c1cccs1	/	-14.7%	?	-11.0%	-1.7%	-4.4%	/	/	/
Cc1cc(NC(=O)CCC(=O)N(c2cccnc2)C(C(=O)NC2CCCC2)c2ccccc2)no1 (stereo not given)	-1.5%	-3.4%	1.1%	0.2%	-1.6%	-3.6%	0.4	-3.3%	-13.8%
C[C@H](NS(=O)(=O)c1ccc(Cl)cc1)C(=O)OCC(=O)Nc1cc(S(=O)(=O)N2CCOCC2)ccc1Cl	/	/	5.1%	-14.4%	-2.5%	-22.1%	-4.3	/	/
COc1cccc(C(=O)N(C)CC2CCN(CCc3cccc(C(F)(F)F)c3)CC2)c1	-2.6%	2.5%	2.8%	-14.5%	i	1.2%	-8.7	2.5%	-10.4%
CC(=O)N1c2ccc(S(=O)(=O)N3CCCCC3)cc2CC1C(=O)Nc1ccccc1C(F)(F)F (stereo not given)	?	20.9%	1.3%	-8.6%	1.8%	-5.1%	-1.9	-2.7%	-9.1%
O=C(CS(=O)c1ccccc1[N+](=O)[O-])Oc1ccc(Br)cc1 (stereo not given)	19.6%	14.3%	-3.3%	-3.4%	6.5%	0.6%	5.0	-2.5%	?
CC(C)c1nnc(NC(=O)CCC(=O)N2CCN(Cc3ccccc3)CC2)s1	5.2%	0.0%	?	5.4%	5.4%	-3.4%	-0.3	0.2%	-15.1%
CCc1ccc2[nH]c(=O)c(C(c3nnnn3CC3CCCO3)N3CCN4CCCC4C3)cc2c1 (stereo not given)	-1.8%	12.0%	10.2%	3.5%	-6.3%	-5.2%[60.1 µM]	-13.4	-15.1%	-0.7%
O=C(CSc1nc(-c2ccccc2)c(-c2ccccc2)[nH]1)N1CCN(S(=O)(=O)c2ccccc2)CC1	-0.7%	?	8.7%	-10.9%	-3.1%	-7.5%	-7.9	-10.7%	-17.1%
O=CNCCCc1nc2ccccc2n1Cc1ccccc1	9.1%	-2.2%	14.5%	-4.9%	-2.5%	-18.5%	20.5	1.1%	-8.1%
Cc1ccc(C)c(-n2c(SCC(=O)O)nc3sc4c(c3c2=O)CCCC4)c1	13.5%	-3.8%	23.1%	-9.4%	-4.3%	8.2%	-5.1	-1.0%	10.7%
O=C(CSc1nc(NS(=O)(=O)c2ccccc2)cc(=O)[nH]1)Nc1cccc(C(F)(F)F)c1	?	-11.6%	?	-23.4%	-6.4%	-24.9%	-10.0	-8.0%	-13.8%
O=C(NCc1ccc2c(c1)OCO2)c1ccc(S(=O)(=O)N2CCCCC2)cc1	-0.8%	?	16.4%	4.6%	-6.5%	-1.9%	2.7	0.0%	?
Cc1ccc(C(=O)C(OC(=O)CN2C(=O)c3ccccc3C2=O)c2ccccc2)cc1 (stereo not given)	24.7%	-4.9%	23.9%	5.2%	i	-16.5%	-16.9	-8.5%	-20.7%
CCOC(=O)c1c(N)n(-c2ccc(CC)cc2)c2nc3ccccc3nc12	1.6%	/	92.6%[activator]	-18.0%	8.2%	-1.1%	/	-9.3%	122.5%[activator]
O=C(Oc1ccccc1)c1cc2ccccc2oc1=O	-14.6%	-8.1%	105.7%[activator]	4.7%	1.5%	-13.5%	6.3	-3.8%	-11.6%
COc1ccc(N2C(=O)C3CCCN3C2c2cc(OC)c(OC)cc2OC)cc1 (stereo not given)	8.6%	?	19.8%	-16.9%	i	7.4%	4.8	0.7%	-3.9%
